# Assay outcomes from PubChem.
# L3MBTL1 block – blocks human L3MBTL1; 230,000 tested, 0.66% active; Q9Y468; Potency, µM (titrated, usually from 57.1 µM), for the others: at the top dose activity, negative = inhibition, hits mostly inhibitors; AID 485360; AlphaScreen L3MBTL1–H3K9me1 peptide binding; active = well fitted inhibition curve with a large enough effect; inconclusive = small, poorly fitted or top-dose-only effect; inactive = no such curve, though single readings can be large or run the other way; note: nearly all actives have a fitted effect of over 60% in size
# Target sequence (Q9Y468 whole entry, looked up): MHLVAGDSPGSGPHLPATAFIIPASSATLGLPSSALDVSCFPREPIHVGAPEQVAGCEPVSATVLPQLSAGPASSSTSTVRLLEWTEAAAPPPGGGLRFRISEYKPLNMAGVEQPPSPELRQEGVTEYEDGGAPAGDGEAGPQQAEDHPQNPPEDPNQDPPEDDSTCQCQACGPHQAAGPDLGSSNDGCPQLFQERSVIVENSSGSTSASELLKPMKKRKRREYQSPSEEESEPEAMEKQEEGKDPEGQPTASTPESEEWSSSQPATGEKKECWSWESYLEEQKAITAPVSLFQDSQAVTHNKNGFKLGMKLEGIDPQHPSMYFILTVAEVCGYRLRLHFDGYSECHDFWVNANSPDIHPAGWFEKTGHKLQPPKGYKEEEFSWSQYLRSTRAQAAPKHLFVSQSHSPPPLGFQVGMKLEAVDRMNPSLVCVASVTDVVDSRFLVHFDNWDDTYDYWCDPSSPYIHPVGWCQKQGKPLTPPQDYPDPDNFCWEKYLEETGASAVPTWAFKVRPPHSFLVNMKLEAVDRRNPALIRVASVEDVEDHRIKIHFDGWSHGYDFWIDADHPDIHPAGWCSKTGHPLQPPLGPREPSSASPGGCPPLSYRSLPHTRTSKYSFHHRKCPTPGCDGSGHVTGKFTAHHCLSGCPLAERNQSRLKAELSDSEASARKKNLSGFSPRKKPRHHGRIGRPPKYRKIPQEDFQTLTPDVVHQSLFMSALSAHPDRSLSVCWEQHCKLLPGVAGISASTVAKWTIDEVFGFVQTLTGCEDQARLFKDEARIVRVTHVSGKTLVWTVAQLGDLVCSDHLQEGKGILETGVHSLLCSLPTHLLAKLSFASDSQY
#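 AlphaScreen proximity signal between nickel-chelate acceptor and streptavidin donor beads (final 10 ug/mL) reports binding of 50 nM L3MBTL1 to 75 nM biotin-H3 K9me1 peptide; complex incubated with compounds 30 min at room temperature; cefsulodin titration as control.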
# Active calls of the source: *; ? = inconclusive; [ ] = another dose, or the depositor's remark. % is set by controls: 0 for no effect and ±100 for the full control effect; potency is the fitted concentration of half-maximal effect.
L3MBTL1 block,Compound
-3%,CC[C@]12c3[nH]c4cc(-c5ccco5)ccc4c3CCN1C(=O)[C@@H](CC(=O)NCCCN(C)C)C[C@@H]2C(=O)N1CCN(C(=O)c2ccco2)CC1
-1%,Cc1cccc(N2C(=O)N3[C@H]4c5ccccc5OC[C@@H]4[C@@H](c4ccccc4)[C@@]3(C)C2=O)c1
3%,O=C(NCc1ccccc1)C1CCCC1
-2%,CCC(=O)c1ccc(OCC(=O)OCC(=O)Nc2c(C)n(C)n(-c3ccccc3)c2=O)cc1
-15%,CC(C)(C)OC(=O)NCc1ccc(CNC(=O)c2nc[nH]c2C(=O)N2CCc3ccccc3C2)cc1
4%,CN1CCc2c1nc1ccccc1c2NC(=O)CN1CCCC1
33%[activator],Cc1ccc(S(=O)(=O)NCCC(=O)NNC(=O)COc2ccccc2Cl)cc1C
-2%,CCCNC(=O)C(Cc1ccc(OC)cc1)NC(=O)c1ccc(C#N)cc1 (centres undefined)
3%,COc1ccc(OC)c(S(=O)(=O)N2CCC3(CC2)CC(=O)c2ccccc2O3)c1
-4%,Cc1cccnc1NC(=O)c1cccc(NC(=O)CC2SC(N3CCCCC3)=NC2=O)c1 (centres undefined)
0%,O=C(CC1SC(N2CCCC2)=NC1=O)Nc1ccc(C(=O)Nc2ccccc2)cc1 (centres undefined)
-1%,COCCN(CC1CCCN(C2Cc3ccccc3C2)C1)C(=O)CCC(N)=O (centres undefined)
-3%,Cc1cccc(NC(=O)CN2CCN(C(=O)c3c(C)nn(Cc4ccccc4)c3C)CC2)c1C
0%,NC(=O)C1CCN(C(=O)c2ccc(NS(=O)(=O)c3ccc(Br)s3)cc2)CC1
8%,CC1CCC(NC(=O)COC(=O)c2ccco2)CC1 (centres undefined)
-3%,COc1ccc(CCNC(=O)COC(=O)Cc2c[nH]c3ccccc23)cc1OC
1%,Cc1ccc(C(=O)NCC(=O)N(C)Cc2cccc(F)c2)s1
2%,CC(=O)c1sc(NC(=O)CN2C(=O)C3CCCCC3C2=O)nc1-c1ccccc1 (centres undefined)
-7%,O=C(O)Cc1sc(Nc2cccc3ccccc23)nc1-c1ccccc1
0%,Cc1ccc(CNC(=O)COC(=O)C2CCC2)cc1
-13%,NC(=O)c1ccsc1NC(=O)COC(=O)c1cc(=O)[nH]c2ccccc12
3%,N#Cc1ccc(NC(=S)NC(=O)C2CCCCC2)cc1
2%,CC(=O)Nc1ccc(S(=O)(=O)NC(C)C(=O)NCC(c2ccco2)N(C)C)cc1 (centres undefined)
-3%,Cc1cc(C)n2nc(C(=O)OCC(=O)NNC(=O)c3ccc(Cl)cc3)nc2n1
-3%,COc1ccc(Nc2ccc([N+](=O)[O-])cn2)cc1

# Reformatted: results already given
N#Cc1ccc(NC(=S)NC(=O)C2CCCCC2)cc1
  L3MBTL1 block: 3%

CC(=O)Nc1ccc(S(=O)(=O)NC(C)C(=O)NCC(c2ccco2)N(C)C)cc1 (centres undefined)
  L3MBTL1 block: 2%

# Additional compounds follow:
L3MBTL1 block,Compound
4%,COc1ccc(S(=O)(=O)N2CCOCC2)cc1NC(=O)CC1CCCC1
-9%,N#Cc1ccc(OCC(=O)N2CCN(c3ccc(C(F)(F)F)cn3)CC2)cc1
1%,Cc1c(NC(=O)COC(=O)c2ccc(Cl)nc2)c(=O)n(-c2ccccc2)n1C
2%,CC(OC(=O)c1cnccn1)C(=O)c1ccccc1 (centres undefined)
-3%,COc1ccc(C2NC(=O)CCC2[N+](=O)[O-])cc1OC (centres undefined)
-11%,O=C(COc1coc(CN2CCc3ccccc3C2)cc1=O)N1CCOCC1
3%,CCS(=O)c1ccccc1C(=O)OCC(=O)N1CCC(c2ccccc2)=N1 (centres undefined)
8%,COC(=O)c1cc(NC(=O)c2cc3ccccc3o2)cc(C(=O)OC)c1
?,COc1cc(C#Cc2c(-c3cncn3C)n(C)c3ccc(-c4ccc(OC)nc4)cc23)cc(OC)c1
1%,COc1ccccc1C(=O)NC(=O)COC(=O)Cc1n[nH]c(=O)c2ccccc12
3%,CN(C)N1C(=O)CC(C)(c2ccc([N+](=O)[O-])cc2)C1=O (centres undefined)
9%,COc1ccccc1C(=O)NCCC(=O)N(C)CC(=O)Nc1ccccc1Br
7%,COc1c2c(cc3oc(CO[C@@H]4O[C@H](CO)[C@@H](O)[C@H](O)[C@H]4O)cc(=O)c13)O[C@H](C(C)(C)O)C2
0%,N#CCC(=O)Nc1ccc(C(=O)OCC(=O)Nc2sc3c(c2C#N)CCCC3)cc1
3%,Cc1cccc(NC(=O)c2ccc3c(=O)n4c(nc3c2)CCCCC4)n1
-2%,CSc1nnc(SCC(=O)Nc2ccc3[nH]c(=O)[nH]c3c2)s1
-1%,COc1ccccc1NS(=O)(=O)c1cccc(C(=O)NCc2ccncc2)c1
1%,CNC[C@H]1Oc2c(NC(=O)C3CC3)cccc2C(=O)N([C@H](C)CO)C[C@@H]1C
?,CCC(COC)Oc1cc(NCc2ccccc2)c2ncn(C(C)C)c2c1 (centres undefined)
2%,C=CCC[C@H](Cc1ccc(F)cc1)C(=O)OC[C@@H](NC(=O)[C@@H](CC=C)CC(=O)N[C@@H](CO)Cc1ccccc1)C(C)(C)C
7%,Cc1ccc(NC(=O)CSCC(=O)Nc2cc(C(F)(F)F)ccc2N2CCOCC2)cc1
-2%,CN(C)S(=O)(=O)c1cccc(NC(=O)CCc2nc3sc4c(c3c(=O)[nH]2)CCCC4)c1
0%,COCCN(C(=O)CSCC(=O)Nc1ccc(C)cc1)c1c(N)n(CC(C)C)c(=O)[nH]c1=O
0%,CN(CC(=O)Nc1c(Cl)cccc1Cl)C(=O)C1CSC2(C)CCC(=O)N12 (centres undefined)
5%,Cc1ccc(S(=O)(=O)N2CCOCC2)cc1C(=O)OCC(=O)NC1CCCC1

# Part of the list above in a different format:
mol,L3MBTL1 block
COc1ccccc1C(=O)NC(=O)COC(=O)Cc1n[nH]c(=O)c2ccccc12,1%
CN(C)N1C(=O)CC(C)(c2ccc([N+](=O)[O-])cc2)C1=O (centres undefined),3%
COc1ccccc1C(=O)NCCC(=O)N(C)CC(=O)Nc1ccccc1Br,9%
COc1c2c(cc3oc(CO[C@@H]4O[C@H](CO)[C@@H](O)[C@H](O)[C@H]4O)cc(=O)c13)O[C@H](C(C)(C)O)C2,7%
N#CCC(=O)Nc1ccc(C(=O)OCC(=O)Nc2sc3c(c2C#N)CCCC3)cc1,0%
Cc1cccc(NC(=O)c2ccc3c(=O)n4c(nc3c2)CCCCC4)n1,3%
CSc1nnc(SCC(=O)Nc2ccc3[nH]c(=O)[nH]c3c2)s1,-2%
COc1ccccc1NS(=O)(=O)c1cccc(C(=O)NCc2ccncc2)c1,-1%
CNC[C@H]1Oc2c(NC(=O)C3CC3)cccc2C(=O)N([C@H](C)CO)C[C@@H]1C,1%
CCC(COC)Oc1cc(NCc2ccccc2)c2ncn(C(C)C)c2c1 (centres undefined),?
C=CCC[C@H](Cc1ccc(F)cc1)C(=O)OC[C@@H](NC(=O)[C@@H](CC=C)CC(=O)N[C@@H](CO)Cc1ccccc1)C(C)(C)C,2%
Cc1ccc(NC(=O)CSCC(=O)Nc2cc(C(F)(F)F)ccc2N2CCOCC2)cc1,7%
CN(C)S(=O)(=O)c1cccc(NC(=O)CCc2nc3sc4c(c3c(=O)[nH]2)CCCC4)c1,-2%
COCCN(C(=O)CSCC(=O)Nc1ccc(C)cc1)c1c(N)n(CC(C)C)c(=O)[nH]c1=O,0%
CN(CC(=O)Nc1c(Cl)cccc1Cl)C(=O)C1CSC2(C)CCC(=O)N12 (centres undefined),0%
Cc1ccc(S(=O)(=O)N2CCOCC2)cc1C(=O)OCC(=O)NC1CCCC1,5%

# (listing goes on)
L3MBTL1 block,Compound
-4%,CCC(Oc1ccccc1)C(=O)OCC(=O)Nc1sccc1C(N)=O (centres undefined)
-6%,CCCCN(C(=O)c1cccc(S(=O)(=O)N2CCN(C)CC2)c1)c1c(N)n(CCC)c(=O)[nH]c1=O
3%,C=CCOc1ccc(/C=N/NC(=O)c2c(C)nc3ccc(Cl)cn23)cc1
7%,CCCN(C(=O)CCOc1ccc(C(C)(C)C)cc1)c1c(N)n(Cc2ccccc2)c(=O)[nH]c1=O
7%,COc1ccc(OC(=O)COc2ccc(Cl)cc2)cc1
4%,COc1ccc(CC(=O)N(C)CC(=O)Nc2ccc(F)cc2)cc1S(=O)(=O)N1CCOCC1
-4%[2.29 µM],Cc1ccc(NC(=O)c2cc(C)nc3ccccc23)c(Br)c1
-4%,COc1ccc(NC(=O)COC(=O)C2CCN(S(=O)(=O)c3cccs3)CC2)cc1OC
-5%,CCn1c(SCC(=O)c2c(N)n(C3CC3)c(=O)[nH]c2=O)nc2cc(S(N)(=O)=O)ccc21
-4%,CCCCON1C(=O)c2cccc3cccc(c23)C1=O
46%[activator],CC(=O)NN1C(=O)c2ccc3c4c(ccc(c24)C1=O)C(=O)N(NC(C)=O)C3=O
-8%,CC(=O)C[C@@H](O)CC(=O)[C@@H]1OC(=O)[C@@H](C)C/C=C\Cc2ccccc21
-10%,CC(=O)c1cccc(CN2CCCC(N3CCN(c4ccccc4F)CC3)C2)c1 (centres undefined)
5%,O=C(NCCCc1ccccc1)c1ccc(-n2cncn2)c([N+](=O)[O-])c1
8%,CCCCN(C(=O)C1CCCC1)c1c(N)n(CCC)c(=O)[nH]c1=O
-12%,CC1=C(C(=O)OC2CCCC(C)C2)C(c2ccccc2)NC(=O)N1 (centres undefined)
-3%,O=C(NCCc1cccc(Cl)c1)c1cc2ccccc2oc1=O
2%,Cc1cc2c(s1)c(C#N)c(C(=O)NCc1ccccc1F)n2C
1%,CC(=O)NCCC(=O)NCC1(N(C)Cc2ccccc2)Cc2ccccc2C1
-23%,CCOc1ccc(-n2ccnc(SCC(=O)Nc3cccc(OC)c3)c2=O)cc1
-7%,COCCCN(C(=O)c1ccco1)c1nc(-c2ccc(OC)cc2)cs1
?,COc1ccc(S(=O)(=O)N2CCOCC2)cc1NC(=O)COC(=O)c1ccc([N+](=O)[O-])s1
-9%,O=C(COC(=O)C1CC2C=CC1C2)Nc1c(Br)cc([N+](=O)[O-])cc1Br (centres undefined)
3%,COc1cccc(NC(=O)CN(C)C(=O)C2CC3C=CC2C3)c1 (centres undefined)
-1%,CC(C)(C)C(=O)CSc1ccc(S(=O)(=O)N2CCCC2)cn1
14%,COc1ccc([C@@H]2CC=C(C(=O)O)[C@H](c3ccc(F)cc3)N2S(=O)(=O)c2ccc(C)cc2)cc1OC
-1%,COc1cccc(C(=O)NCCS(=O)(=O)N2CCC3(CC2)OCCO3)c1
-4%,CCOc1cc(N2CCOCC2)c(OCC)cc1NC(=O)c1[nH]c(C)c(C(C)=O)c1C
0%,OCC[C@@H]1C[C@@H](O)[C@H](O)[C@]2(OCCc3ccccc32)O1
-4%,O=S1(=O)CCOCCN1Cc1ccccc1
-11%,O=S(=O)(Nc1c(F)cccc1F)c1ccc(Cl)nc1
2%[2.29 µM],COc1cc(C)c(S(=O)(=O)NOCc2ccccc2)c(C)c1C
0%,CC(C)CN(C(=O)CCNC(=O)c1ccccc1Cl)C1CCS(=O)(=O)C1 (centres undefined)
-2%,COc1cccc(/C=C/C(=O)OCC(=O)N(C)CC(=O)Nc2ccccc2Cl)c1OC
-7%,CN(CC(=O)Nc1ccc(Cl)cc1)CC(=O)Nc1cccc2ccccc12
-4%,CCOC(=O)[C@@H]1[C@H]2COc3cc(OC)ccc3[C@@H]2N2C(=O)N(c3cccc(Cl)c3)C(=O)[C@]12C
12%,COc1ccc(C(=O)c2c(-c3cccc(C)c3)oc3ccc(N4CCOCC4)cc23)cn1
-3%,O=C(NCc1ccccc1)c1ccc[n+]([O-])c1
-4%,CCN(CC(=O)Nc1c(F)cccc1F)C(=O)CN(C)S(=O)(=O)c1ccc(F)cc1
2%,Cc1cc(C)n2nc(C(=O)OCC(=O)c3ccccc3Cl)nc2n1
-2%,COc1ccc(OCCOC(=O)C(C)NS(=O)(=O)c2ccc(NC(C)=O)cc2)cc1 (centres undefined)
20%[2.29 µM],CC(CN1CCOCC1)OC(=O)c1ccc(C(C)(C)C)cc1 (centres undefined)
14%,CC(=O)c1ccccc1NC(=O)COC(=O)CSCC(=O)Nc1cc(C)on1
7%,Cc1ccsc1C(=O)NNC(=O)c1csc(N2CCOCC2)n1
-1%,O=C(COC(=O)c1ccc(C(F)(F)F)cc1)Nc1cccc(S(=O)(=O)N2CCCCC2)c1
12%,CCC(NS(=O)(=O)c1ccc2c(c1)Cc1cc(S(=O)(=O)NC(CC)C(=O)O)ccc1-2)C(=O)O (centres undefined)
-3%,CCCn1c(N)c(C(=O)CSc2nnc(N)s2)c(=O)[nH]c1=O
-3%,O=C(Nc1ncn[nH]1)c1cccc(F)c1
6%,COc1ccc(CC(=O)NCCS(=O)(=O)N2CCN(c3ccccc3OC)CC2)cc1
7%[2.29 µM],CC(Sc1nnc(COc2ccccc2)n1-c1ccccc1)C(=O)O (centres undefined)

# (further entries)
L3MBTL1 block,Compound
2%,CCC1CCc2sc(C(=O)N(C)CC(=O)Nc3ccc(OC)cc3)cc2C1 (centres undefined)
0%,COc1ccc(Cl)cc1NC(=O)CN(C)C(C)C(=O)NC(=O)NC1CCCCC1 (centres undefined)
4%,CCCN1C2CCCC1CC(NC(=O)c1cccc(Cl)c1)C2 (centres undefined)
4%,O=C(CSC1=NS(=O)(=O)c2cc(F)ccc2N1)NCCc1ccccc1
26%,COc1ccccc1CNC(=O)COC(=O)c1c[nH]c2ccccc12
0%,COc1ccc(C)cc1Nc1n[n+](-c2ccccc2)c(-c2ccc(C(=O)O)cc2)s1
-1%,Cc1ccc(S(=O)(=O)Nc2ccc3c(c2)CC(=O)N([C@H](C)CO)C[C@@H](C)[C@H](CN(C)S(=O)(=O)c2ccccc2)O3)cc1
1%,Cc1c(C)n2c(SCC(=O)N3CCOCC3)nnc2[nH]c1=O
-3%,CC(Sc1nc2ccccc2c(=O)n1CC1CCCO1)C(=O)Nc1ccc(S(N)(=O)=O)cc1 (centres undefined)
2%,COc1ccccc1NC(=O)C(C)OC(=O)C(C)SCC(=O)Nc1ccc(C)cc1 (centres undefined)

# An excerpt; rates above refer to the full screens.
